Screens from PubChem BioAssay.
TRPC6 inh = inhibitors of mouse TRPC6 channel. AID 2553. hit rate 1.1% among 310,000. HEK293-TRPC6, membrane potential dye, ACh-evoked depolarization; active compounds read low. B-score at 10 µM;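 active = B-score under library mean minus 3 SD, initial fluorescence not abnormally high, positive integrated signal ratio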;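 note: B-score derived from integrated fluorescence ratio over the kinetic read; more negative B-score means stronger inhibition of depolarization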
Target sequence (Q61143 whole entry, looked up): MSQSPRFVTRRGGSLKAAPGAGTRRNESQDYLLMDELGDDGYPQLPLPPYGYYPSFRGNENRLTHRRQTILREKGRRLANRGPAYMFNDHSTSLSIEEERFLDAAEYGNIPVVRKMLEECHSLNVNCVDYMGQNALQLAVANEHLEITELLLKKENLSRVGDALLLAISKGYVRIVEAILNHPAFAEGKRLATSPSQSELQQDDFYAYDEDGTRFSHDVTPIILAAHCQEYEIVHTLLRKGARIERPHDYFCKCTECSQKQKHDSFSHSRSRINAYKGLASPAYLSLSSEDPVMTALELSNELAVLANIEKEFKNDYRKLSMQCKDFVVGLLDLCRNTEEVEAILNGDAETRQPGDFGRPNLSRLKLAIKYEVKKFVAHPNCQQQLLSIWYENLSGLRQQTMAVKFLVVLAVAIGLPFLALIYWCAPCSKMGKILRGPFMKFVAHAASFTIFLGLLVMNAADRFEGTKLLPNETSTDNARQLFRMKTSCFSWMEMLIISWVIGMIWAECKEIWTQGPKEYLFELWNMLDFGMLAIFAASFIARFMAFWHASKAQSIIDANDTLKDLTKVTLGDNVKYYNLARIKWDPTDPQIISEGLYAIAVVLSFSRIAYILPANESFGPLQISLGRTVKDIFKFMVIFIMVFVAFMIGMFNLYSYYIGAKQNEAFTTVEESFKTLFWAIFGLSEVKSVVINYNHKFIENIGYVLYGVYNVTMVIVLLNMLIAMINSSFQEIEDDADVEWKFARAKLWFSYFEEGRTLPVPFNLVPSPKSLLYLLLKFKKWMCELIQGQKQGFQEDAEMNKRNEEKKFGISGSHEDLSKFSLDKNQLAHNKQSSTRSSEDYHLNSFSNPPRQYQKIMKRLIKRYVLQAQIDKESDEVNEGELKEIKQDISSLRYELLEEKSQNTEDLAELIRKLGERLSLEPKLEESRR
RGS4 act = RGS4 potentiation or activation; hit rate 0.92% among 310,000; B-score at 10 µM; HEK293 M3R/inducible RGS4, carbachol calcium flux Fluo4; active compounds read low;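 active = B-score of the integrated calcium signal more than 4 SD below the library mean, with starting fluorescence not abnormally high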;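 note: negative B-score means reduced calcium response which marks RGS4 activation or potentiation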
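Assay system: HEK293 FlpIn-TREx cells, stable M3R, doxycycline-inducible RGS4 / Probe or stimulus: carbachol, ECmax concentration / Times: overnight RGS4 induction, 30 min dye load 37 °C, 20 min compound RT / Signal: kinetic calcium fluorescence imaging with Fluo4-AM dye, 2 µM / Measure: Agonist-evoked peak-minus-minimum fluorescence over baseline, integrated ratio, B score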
Platelet DG rel = platelet dense granule release activity | human platelet-rich plasma, SFLLRN dense granule ATP release, luminescence | inhibition, %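 (compounds screened at 7.5 µM in platelet-rich plasma)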 | hit rate 0.22% among 300,000 | AID 1663;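 active = mean replicate score, as percent of positive control, at or above 50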
MrgX1 antag = human MrgX1 receptor antagonism, primary screen; MRGX1-HEK293 calcium flux, Fluo-4, BAM8-22 antagonism; active compounds read low; B-score at 10 µM; hit rate 1.3% among 310,000; AID 588676;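 active = calcium-response B-score plate-corrected more than 3 library SD below zero, starting fluorescence within 5 deviations, no agonist response on first addition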;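 note: peak minus trough fluorescence over baseline after final BAM8-22 challenge near maximal dose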
RGS4 block = inhibitors of human RGS4. B-score at 10 µM. hit rate 0.45% among 310,000. AID 463165. HEK293 M3R/RGS4 inducible, Fluo-4 calcium flux; active compounds read high; triggered by carbachol at its EC20. P49798;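 active = B-score, a plate-corrected calcium signal, over three deviations above library mean, with baseline fluorescence within five deviations of library mean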;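 note: RGS4 expression induced by doxycycline in cells with stable M3 receptor; B-score is computed from the integrated fluorescence ratio over baseline after carbachol; higher B-score means a larger calcium signal and so more RGS4 inhibition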
Target sequence (P49798 whole entry, looked up): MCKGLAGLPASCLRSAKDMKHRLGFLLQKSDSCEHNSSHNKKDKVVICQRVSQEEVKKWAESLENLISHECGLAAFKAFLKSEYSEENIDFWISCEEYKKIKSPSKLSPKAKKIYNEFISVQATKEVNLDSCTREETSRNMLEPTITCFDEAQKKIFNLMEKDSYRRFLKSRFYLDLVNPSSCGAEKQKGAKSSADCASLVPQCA
MrgX1 ag = activates human MrgX1 receptor signaling; Q96LB2; MrgX1-HEK293 cells, Fluo-4 calcium fluorescence, agonist mode; active compounds read high; B-score at 10 µM; hit rate 0.44% among 310,000; AID 588627;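 active = calcium response B-score plate-corrected fluorescence ratio at least 3 library SD, with starting fluorescence B-score inside 5 SD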
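Test system: HEK293 cells stably expressing human MrgX1 receptor; Input: fifteen thousand cells per well; Dosing: compound delivered in addition one of three; Schedule: overnight seeding, then 1 h dark dye loading; Technique: Fluo-4 NW calcium fluorescence; Measure: B-scored fluorescence response ratio; Controls: positive and negative controls per plate.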
TRPC6 act = activators of mouse TRPC6 channel | Q61143 | HEK293-TRPC6 membrane potential dye fluorescence; active compounds read high | B-score at 10 µM | hit rate 0.13% among 310,000 | AID 2550;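 active = B-score of the integrated fluorescence ratio above library mean plus 3 SD, and starting fluorescence ratio within library mean plus 5 SD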;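 note: higher score means more depolarization so channel activation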
TRPC4 inh = blocks the mouse TRPC4 cation channel. Q9QUQ5. HEK293 TRPC4beta/mu-opioid, DAMGO-evoked Fluo4 calcium flux; active compounds read low. B-score at 10 µM. hit rate 0.39% among 300,000. AID 2247;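 active = B-score over 3 SD under the library average, no early fluorescence shift, positive overall ratio signal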
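Material: HEK293 cells with stable TRPC4beta plus mu-opioid receptor expression / Probe or stimulus: DAMGO in two steps, submaximal then maximal / Compound: single concentration per test compound / Technique: kinetic Fluo4 fluorescence imaging of calcium influx / Read-out: per-well B score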
MrgX1 PAM = allosterically activates human MrgX1 receptor signaling | AID 588675 | Q96LB2 | MrgX1-HEK293, Fluo-4 calcium flux, FDSS; active compounds read high | hit rate 0.63% among 310,000 | B-score at 10 µM;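 active = plate-corrected calcium response at least 3 library SD above typical, normal starting fluorescence, not activating the receptor alone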;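 note: compound read alongside a low EC10 to EC30 dose of BAM8-22 agonist; peak minus trough fluorescence over baseline measured at the second addition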
SKKanGAS inh = blocks kanamycin growth of S. pyogenes SKKanGAS strain | BacTiter-Glo, 6 h | inhibition, % at 7.5 µM | hit rate 1.3% among 300,000;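 active = mean replicate score, as percent of positive control median, at least 50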;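 note: strain carries kanamycin resistance gene driven by streptokinase promoter and grows in 40 µg/ml kanamycin; loss of luminescence reflects streptokinase promoter inhibition or plain growth inhibition; 0% = median of DMSO wells and 100% = positive control at its reference dose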
HIF activator = HIF pathway transcriptional activation; U2OS HRE-luciferase reporter, luminescence; normalized: DMSO 0%, desferrioxamine 100%; activation, % at 7.5 µM (by protocol); hit rate 0.32% among 300,000;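 active = mean activation of at least 10% of the iron chelator positive control signal, with at least half of replicates also reaching 10%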
Active calls of the source: *; i = inactive; x = no result given.

1: COc1cc(OC)cc(OCC(O)Cn2ccnc2)c1 (centres undefined)
2: Fc1cccc(-c2oncc2-c2nnnn2-c2ccc(Cl)cc2)c1
3: O=C(CCCc1ccccc1)c1ccc2c(c1)OCCO2
4: CN(C)CCCNc1nc(-c2ccccc2)nc2ccccc12
5: O=C(CNS(=O)(=O)c1ccccc1)N1CCN(Cc2ccccc2)CC1
6: COc1ccccc1CNC(=O)CCCNC(=O)c1ccc(Cl)cc1
7: COc1ccc(C)c2sc(NNC(=O)COc3ccccc3)nc12
8: COc1ccccc1NC(=O)c1ccccc1Nc1ccccc1
assay / entry | 1 | 2 | 3 | 4 | 5 | 6 | 7 | 8
TRPC6 inh | i | i | i | -7.7* | i | i | i | i
RGS4 act | i | i | i | i | i | i | i | i
Platelet DG rel | 7 | -6 | 6 | -6 | -3 | 0 | -5 | 0
MrgX1 antag | i | i | i | i | i | i | i | i
RGS4 block | i | i | i | i | i | i | i | i
MrgX1 ag | i | i | i | i | i | i | i | i
TRPC6 act | i | i | i | i | i | i | i | i
TRPC4 inh | i | i | i | i | i | i | i | i
MrgX1 PAM | i | i | i | i | i | i | i | i
SKKanGAS inh | 6 | 7 | 10 | 2 | 0 | -2 | -3 | 12
HIF activator | -0.2 | -0.4 | -3.7 | 0.2 | -0.3 | 1.4 | -0.4 | -19

9: CC(C)NC(=S)NC(=O)/C=C/c1ccc(F)cc1
10: COc1ccc(OCC(=O)NCC(c2cccs2)N2CCOCC2)cc1 (centres undefined)
11: Cn1ccsc1=NC(=O)c1ccc(OC(F)(F)F)cc1
12: O=C(CSc1nnc(-c2ccccn2)n1Cc1ccco1)c1ccccc1
13: S=C(Nc1ccccc1)N1CCC(Cc2ccccc2)CC1
14: COC(=O)c1ccccc1NC(=O)c1ccc(COc2ccc(C)c(C)c2)o1
15: C[C@@H]1CN(C(=O)c2nc3ccc(Cl)cn3c2CNCC[C@@H]2C[C@@H]3C=C[C@H]2C3)C[C@H](C)O1
16: O=S(=O)(NCc1ccco1)N1CCOCC1
assay / entry | 9 | 10 | 11 | 12 | 13 | 14 | 15 | 16
TRPC6 inh | i | i | i | i | i | i | i | i
RGS4 act | i | i | i | i | i | i | i | i
Platelet DG rel | 3 | 7 | 11 | 2 | -1 | 2 | 0 | 11
MrgX1 antag | i | i | i | i | i | i | i | i
RGS4 block | i | i | i | i | i | i | i | i
MrgX1 ag | i | i | i | i | i | i | i | i
TRPC6 act | i | i | i | i | i | i | i | i
TRPC4 inh | i | i | i | i | i | i | i | i
MrgX1 PAM | i | i | i | i | i | i | i | i
SKKanGAS inh | -14 | -6 | 0 | -2 | 3 | 14 | 0 | -2
HIF activator | 0.4 | 0.0 | 4.8 | 0.1 | -0.5 | -0.3 | -0.2 | -0.2

17: CCOCCCN(C(=O)c1ccco1)C(C(=O)NC1CCCC1)c1cccc(OC)c1OC (centres undefined)
18: CSc1ncccc1C(=O)OCC(=O)c1cc2ccccc2o1
19: O=C(/C=C/c1ccncc1)c1cc(Cl)ccc1O
20: Cc1cc(C(=O)Nc2ccncc2)c2ccccc2n1
21: CCN(c1ccc(OC)cc1)S(=O)(=O)c1nnc(NC(=O)C(C)C)s1
22: O=P(COCCOCCOCP(=O)(c1ccccc1)c1ccccc1)(c1ccccc1)c1ccccc1
23: O=C(NCCc1ccccc1)C(c1ccccc1)N(C(=O)c1csnn1)C1CC1 (centres undefined)
24: O=C(NCCc1ccc(F)cc1)Nc1ccc([N+](=O)[O-])cc1
assay / entry | 17 | 18 | 19 | 20 | 21 | 22 | 23 | 24
TRPC6 inh | i | i | i | i | i | i | i | i
RGS4 act | i | i | i | i | i | i | i | i
Platelet DG rel | 11 | 10 | -6 | -1 | 3 | 4 | 1 | x
MrgX1 antag | x | i | i | i | i | i | i | i
RGS4 block | i | i | i | i | i | i | i | i
MrgX1 ag | x | i | i | i | i | i | i | i
TRPC6 act | i | i | i | i | i | i | i | i
TRPC4 inh | i | i | i | i | i | i | i | i
MrgX1 PAM | x | i | i | i | i | i | i | i
SKKanGAS inh | 1 | 2 | 28 | -4 | 8 | 1 | 0 | x
HIF activator | 0.5 | 0.1 | 0.8 | -0.1 | -1.6 | -0.3 | -0.4 | x

25: CN(c1ccccc1)S(=O)(=O)c1cccc(NC(=O)c2cncc(Br)c2)c1
26: COc1ccccc1NS(=O)(=O)c1cccc(C(=O)OCC(=O)NC2CC2)c1
27: CCN1CCN(CC(=O)Nc2cc(C)c(C)cc2[N+](=O)[O-])CC1
28: O=C(CSc1ccc([N+](=O)[O-])cc1)NNC(=O)c1ccccc1F
29: COc1ccc(OC)c(C2C(C(C)=O)=C(O)C(=O)N2CCC(=O)O)c1 (centres undefined)
30: Cc1cc(C)n(Cc2ccc(NC(=O)c3ccc(COc4ccccc4Br)cc3)cc2)n1
31: CCS(=O)c1scc(-c2ccc(Cl)cc2)c1C#N (centres undefined)
32: COc1ccc(N(CC(=O)NC2CCCCC2)C(=O)CNC(=O)c2ccco2)cc1
assay / entry | 25 | 26 | 27 | 28 | 29 | 30 | 31 | 32
TRPC6 inh | i | i | i | i | i | i | i | i
RGS4 act | i | i | i | i | i | i | i | i
Platelet DG rel | 3 | -17 | 0 | -3 | 1 | 6 | 2 | 8
MrgX1 antag | i | i | i | i | i | i | i | i
RGS4 block | i | i | i | i | i | i | i | i
MrgX1 ag | i | i | i | i | i | i | i | i
TRPC6 act | i | i | i | i | i | i | i | i
TRPC4 inh | i | i | i | i | i | i | i | i
MrgX1 PAM | i | i | i | i | i | i | i | i
SKKanGAS inh | 4 | -12 | 2 | -5 | 0 | 20 | -13 | -6
HIF activator | -0.5 | -0.4 | -0.2 | 0.0 | 0.2 | -0.3 | 0.6 | -0.1

33: CC(NC(=O)C1CCC(CNc2c(N3CCCCC3)c(=O)c2=O)CC1)c1ccccc1 (centres undefined)
34: O=C(CSc1nc2nc(-c3cccs3)cc(C(F)(F)F)c2c(=O)[nH]1)NCc1ccco1
35: CC(C)C(=O)OC1CCS(=O)(=O)c2sccc21 (centres undefined)
36: COc1ccc(-c2nc(CSCC(=O)NC3CCCc4ccccc43)c(C)o2)cc1OC (centres undefined)
37: COc1ccc(NC(=O)c2cc3c(=O)n(C)c4ccccc4c3n2C)cc1Cl
38: COc1ccc(N2C(=O)Cc3ccccc3C2=O)cc1
39: COc1ccc(/C(N)=N/OC(=O)CCCN2C(=O)c3ccccc3C2=O)cc1OC
40: Oc1ccc(Br)cc1-c1cc(-c2ccccc2)n[nH]1
assay / entry | 33 | 34 | 35 | 36 | 37 | 38 | 39 | 40
TRPC6 inh | i | i | i | i | i | i | i | i
RGS4 act | i | i | i | i | i | i | i | i
Platelet DG rel | 4 | -2 | -3 | 1 | 6 | -3 | 5 | 9
MrgX1 antag | i | i | i | i | i | i | i | i
RGS4 block | i | i | i | i | i | i | i | i
MrgX1 ag | i | i | i | i | i | i | i | i
TRPC6 act | i | i | i | i | i | i | i | i
TRPC4 inh | i | i | i | i | i | i | i | i
MrgX1 PAM | i | i | i | i | i | i | i | i
SKKanGAS inh | -3 | 0 | -10 | 11 | 15 | -8 | 1 | 80*
HIF activator | 0.4 | -0.1 | 0.0 | -0.5 | 0.1 | -0.1 | 0.1 | 1.4

41: O=C(Oc1ccccc1)N1CCCC1
42: CCS(=O)(=O)Nc1cccc(-c2cn3c(n2)SCC3)c1
43: CCC(C)NC(=O)c1ccc(C2SCC(=O)N2Cc2ccccc2)cc1 (centres undefined)
44: CCN(CC)CCCN1C=C2C(=O)C(C)(OC(=O)CCc3ccccc3)C(=O)C=C2C=C1c1ccc(C#N)cc1 (centres undefined)
45: O=C1NCCN(Cc2ccc(Cl)c(F)c2)C1CC(=O)N1CCCCO1 (centres undefined)
46: CCCCSc1nc(C(=O)O)cc(=O)[nH]1
47: O=C(CSc1nccn1Cc1ccco1)Nc1ccc(F)cc1
48: CC(=O)c1ccc2c3c(ccc(O)c13)CC2
assay / entry | 41 | 42 | 43 | 44 | 45 | 46 | 47 | 48
TRPC6 inh | i | i | -7.6* | i | i | i | i | i
RGS4 act | i | i | i | i | i | i | i | i
Platelet DG rel | 7 | 4 | 0 | -14 | 4 | 1 | -15 | -2
MrgX1 antag | i | i | i | i | i | i | i | i
RGS4 block | i | i | i | i | i | i | i | i
MrgX1 ag | i | i | i | i | i | i | i | i
TRPC6 act | i | i | i | i | i | i | i | i
TRPC4 inh | i | i | i | i | i | i | i | i
MrgX1 PAM | i | i | i | i | i | i | i | i
SKKanGAS inh | -2 | -1 | 5 | 11 | -1 | -18 | 10 | -4
HIF activator | -1.7 | -0.2 | -1.1 | -11 | -0.3 | -0.1 | -0.4 | -0.1

49: Cc1ccc(C(=O)O)cc1NC(=O)c1ccc(Cn2nc(C)c(Cl)c2C)o1
50: COc1ccc(-c2c(C)[nH]n3c(=O)c(Cc4ccccc4)c(C)nc23)cc1
51: COc1ccc(-c2nc(C(N)=O)c3[nH]c(=O)n(-c4ccccc4OC)c3n2)c(OC)c1
52: Cn1c(SCc2cc(=O)n3cc(Br)ccc3n2)nnc1C1COc2ccccc2O1 (centres undefined)
assay / entry | 49 | 50 | 51 | 52
TRPC6 inh | i | i | i | i
RGS4 act | i | i | i | i
Platelet DG rel | 0 | 1 | 21 | -6
MrgX1 antag | i | i | i | i
RGS4 block | i | i | i | i
MrgX1 ag | i | i | i | i
TRPC6 act | i | i | i | i
TRPC4 inh | i | -6* | i | i
MrgX1 PAM | i | i | i | i
SKKanGAS inh | 5 | 2 | 0 | -11
HIF activator | -0.1 | -0.3 | -0.2 | 0.4

One compound at a time, from the list above. Order of values: TRPC6 inh | RGS4 act | Platelet DG rel | MrgX1 antag | RGS4 block | MrgX1 ag | TRPC6 act | TRPC4 inh | MrgX1 PAM | SKKanGAS inh | HIF activator
COc1ccc(-c2nc(C(N)=O)c3[nH]c(=O)n(-c4ccccc4OC)c3n2)c(OC)c1 as listed: i | i | 21 | i | i | i | i | i | i | 0 | -0.2
Cc1ccc(C(=O)O)cc1NC(=O)c1ccc(Cn2nc(C)c(Cl)c2C)o1 as listed: i | i | 0 | i | i | i | i | i | i | 5 | -0.1
COc1ccc(-c2c(C)[nH]n3c(=O)c(Cc4ccccc4)c(C)nc23)cc1 as listed: i | i | 1 | i | i | i | i | -6* | i | 2 | -0.3
